# Source: PubChem BioAssay
# PriA SSB inh: inhibitors of Klebsiella pneumoniae PriA binding to SSB C-terminal tail. AlphaScreen SSBct-PriA binding, biotinylated peptide. 430,000 tested, 0.6% active. inhibition, % at 33 µM; in the data active means inhibition mostly above about 37%, no sharp cut-off; inactive means mostly below about 20%;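 further: plate controls were negative control peptide for no effect and reference peptide for full effect; strong numbers were not always called active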
# Starred values were filed as active, the others as inactive; i = inactive; & = joins results of further samples.
structure,PriA SSB inh
COc1cccc(C=NNC(=O)c2ccc(-n3cnnn3)cc2)c1,5
Cn1c(SCC(=O)Nc2ccccc2)nnc1-c1ccc(=O)n(C)c1,-15
CSc1ccc(-c2noc(-c3cc(-c4cc(C)ccc4C)n[nH]3)n2)cc1,-19
Oc1ccc(C=NN=Cc2ccc(O)cc2)cc1,2
CN(C)C(CNS(=O)(=O)c1ccccc1Cl)c1ccsc1 (stereo not given),0
O=[N+]([O-])c1cccc2cccnc12,37
CCOC(=O)c1sc(NN=Cc2ccc(N(C)C)cc2)nc1C,-17
CNc1nc2ccccc2n1N=Cc1cccc(OC)c1OC,1
O=c1cccnn1CCNS(=O)(=O)c1ccc(Cl)c(Cl)c1,-6
O=[N+]([O-])c1nn(-c2ccccc2)n(O)c1=NC1CCCCCC1,64*
Cc1c(C(=O)N2CCC(C(N)=O)CC2)sc2nc(-c3ccccc3)cn12,-6
NN=c1sc2ccccc2n1-c1ccccc1,-12
COc1ccccc1N1COc2ccc3c(c2C1)O/C(=C\c1cccs1)C3=O,9
O=C(/C=C\c1ccco1)Nc1c2c(nn1-c1ccc([N+](=O)[O-])cc1)CSC2,5
COc1cccc(C2CC(c3ccc(Br)cc3)=NN2S(C)(=O)=O)c1OC (stereo not given),15
O=C(Cc1ccc(F)cc1)NCCCS(=O)(=O)N1CCN(c2ncccn2)CC1,-16
Cc1ccc(C(CNC(=O)NC2CCCCC2)N2CCOCC2)cc1 (stereo not given),-4
O=c1c2cc3c(cc2nc(SCc2nc(-c4cccs4)no2)n1Cc1ccco1)OCO3,-8
Cc1ccc(-c2csc(Nc3cccnc3)n2)s1,0
CC(C)C(=O)NCC(c1ccsc1)N(C)C (stereo not given),2
CCOc1ccc(C(=O)N2CCN(c3cc(-n4cccc4)nc(C)n3)CC2)cc1,-16
COc1ccc2ccccc2c1C=NNc1cccc(C(=O)O)c1,-11
CC(=O)c1ccc(NC(=O)c2ccc(-n3nc(C(F)(F)F)c4c3CCCC4)cc2)cc1,-5&1
O=C(NNC(=O)c1cc2c(ccc3ccccc32)oc1=O)c1ccc(S(=O)(=O)N2CCCCCC2)cc1,-7
C=CCNC(=O)CC(=O)NN=Cc1cccs1,2
O=C(C1CCN(S(=O)(=O)c2cccs2)CC1)N(Cc1ccccn1)c1nc2c(F)cc(F)cc2s1,9
CC(C)C(=O)Nc1cc(-n2ccnc2)ncn1,-23
COc1ccccc1C(=O)NCC(=O)NN=Cc1ccc2c(c1)OCO2,-7
CC(=O)c1ccc(N2CCN(c3ncnc(N)c3[N+](=O)[O-])CC2)cc1,5
COc1ccc(C=NNC(=O)c2cccc(F)c2)cc1COc1ccccc1,-15

# As entered above.
# Under PriA SSB inh, `Cc1c(C(=O)N2CCC(C(N)=O)CC2)sc2nc(-c3ccccc3)cn12` is entered as -6
# Under PriA SSB inh, `NN=c1sc2ccccc2n1-c1ccccc1` is entered as -12

# Later entries.
structure,PriA SSB inh
Nc1ccc2c(c1)CN(C(=O)C1CC1)CC2,15
O=C(NCC1CCN(c2ccccn2)CC1)C(=O)Nc1ccc(F)c(Cl)c1,-11
COc1ccccc1OCC(=O)NCC(c1ccsc1)N1CCCCCC1 (stereo not given),15
CCCc1ccc(S(=O)(=O)NCC[C@H](O)C2CC2)cc1,-2
O=C(Nc1cnc2c(O)cccn2c1=O)c1ccc(F)cc1,4
Cc1cc(C)cc(C(=O)NCCn2cc(SCC(=O)Nc3nnc(C)s3)c3ccccc32)c1,23
CC(=NNc1ccc(C)c(Cl)c1)c1ccncc1,2
NC(=O)c1c(NC(=O)CCS(=O)(=O)c2ccc(Cl)cc2)sc2c1CCCC2,4
CCCCOC(=O)COc1ccc2c(CCC)cc(=O)oc2c1,-21
Cc1cccc(NC(c2ccccc2)c2c(NC(=O)c3ccccc3)sc(C)c2C)n1 (stereo not given),-4
Cc1nc(-c2ccccc2)sc1CNC(=O)NCc1ccc(Cl)cc1,-4
O=C(NN=Cc1ccccc1[N+](=O)[O-])c1ccc(CN2CCOCC2)cc1,6
Cn1cccc1/C=C1/SC(=S)N(c2cccc(C(=O)O)c2)C1=O,2
COc1ccc(C=NNC(=O)c2nnn(-c3nonc3N)c2CN(C)C2CCCCC2)cc1,4
O=C(NCCc1ccncc1)c1ccc(Cn2ccnc2)cc1,-15
CC(O)(CNC(=O)c1ccccc1Cl)c1ccco1 (stereo not given),0
CCC1CC(C(C)=NNC(N)=O)OC1=O (stereo not given),-6
CN1CC(C#N)CC1=O (stereo not given),10
Cc1sc2nc(SCC(=O)Nc3ccc(S(N)(=O)=O)cc3)nc(N)c2c1C,5
O=C(Cc1noc2ccccc12)Nc1cnn(CC2COc3ccccc3O2)c1 (stereo not given),8
N#CC(C#N)[C@H](C#N)c1ccccc1F,-10
CC(CC(=O)Nc1ccc(N(C)C)cc1)=NNC(=O)c1ccccn1,76
O=C(NCc1cccs1)C(=O)NC[C@@](O)(c1ccccc1)C1CC1,-9
O=C(NCc1ccco1)N1CCOCC1,-15
O=C(NN=Cc1cc(Cl)ccc1O)c1ccncc1,67*
CCc1ccc(-c2ccc(SCC(=O)Nc3ccc(Cl)c(Cl)c3)nn2)cc1,-9
Cc1ccc(-c2noc([C@@H]3COc4ccccc4O3)n2)cc1,-48
CCOc1cc(S(=O)(=O)Nc2cccc(C(=O)O)c2)ccc1F,-4
COc1ccccc1N1CCN(CCNC(=O)c2ccc(F)c(F)c2)CC1,-31
Cc1cccc(C=NN(CCO)C2=NS(=O)(=O)c3ccccc32)c1,-2

# 4 compounds picked at random from those above, as already listed:
structure,PriA SSB inh
Cn1cccc1/C=C1/SC(=S)N(c2cccc(C(=O)O)c2)C1=O,2
Cc1cccc(NC(c2ccccc2)c2c(NC(=O)c3ccccc3)sc(C)c2C)n1 (stereo not given),-4
Cc1cc(C)cc(C(=O)NCCn2cc(SCC(=O)Nc3nnc(C)s3)c3ccccc32)c1,23
O=C(NCCc1ccncc1)c1ccc(Cn2ccnc2)cc1,-15

# Further results follow.
structure,PriA SSB inh
COc1cc(C(C)=O)ccc1OCC(=O)N1CCN(c2ncncc2C)CC1,8
O=S(=O)(/C=C/c1ccccc1)NCc1cncc(-c2ccsc2)c1,13
Cc1ccc(C=Nc2sc3c(c2C(N)=O)CCCC3)o1,-3
CCSc1nc(N2CCOCC2)c2cnn(CCNC(=O)Cc3cccs3)c2n1,0
O=C(CCCn1nc(-c2cccnc2)ccc1=O)Nc1nc2ccccc2s1,-3
C=CCc1ccccc1OCCn1c([C@H]2CC(=O)N(C(C)(C)C)C2)nc2ccccc21,-15
COc1ccc(N=c2sc(C(C)=O)c(C)n2CCCN2CCOCC2)cc1,6
Cn1cc(C(=O)c2ccc(Cl)cc2Cl)cc1C(=O)NN=C(N)COc1ccc(Cl)cc1Cl,1
C#CCn1c(=NC(=O)c2cccc(F)c2)sc2cc(NC(C)=O)ccc21,-9
COc1ccc2nc(N(CCN(C)C)C(=O)c3ccc(S(=O)(=O)N4CCCc5ccccc54)cc3)sc2c1,41*
Cc1nc2ccc(NC(=O)c3ccc(S(=O)(=O)N4CCCc5ccccc54)cc3)cc2s1,-11
CSc1ccccc1C(=O)N1CCC(CSCc2ccco2)CC1,-9
O=C1CC(C(=O)Nc2ccc(Cl)c(Cl)c2)SC(=N/N=C/c2ccco2)N1 (stereo not given),i
Cc1ccc(-c2ccc(N3CCN(C(=O)Nc4ccccc4F)CC3)nn2)c(C)c1,-16&0
O=C(Nc1cccc(C(F)(F)F)c1)N1CCN(CCn2ccnc2)CC1,-14
O=C(NCCn1ncc2c(=O)n(Cc3cccc(C(F)(F)F)c3)cnc21)c1ccco1,-5
O=c1cnnc(NN=Cc2c[nH]c3ccccc23)[nH]1,1
Cc1cc(O[C@H]2CCNC2)cc(=O)o1,-5
Cc1cc(C)cc(CSCC(=O)NN=Cc2ccc(OCC(=O)NCc3ccco3)cc2)c1,5
O=C(CN1CCC(c2nnc(C3CC3)o2)CC1)NCc1ccc2c(c1)OCO2,-15
Cc1cc(NC(=O)C(=O)NCCC2=CCCCC2)no1,-9
O=C(CN1C(=O)c2ccccc2C1=O)Nc1cccc(-c2nc3ccccc3[nH]2)c1,1
CC1=CCC(C(=O)O)(C(=O)NN=Cc2cccs2)C(c2ccc(F)cc2)C1 (stereo not given),2
CS(=O)(=O)c1cccc2sc(N(CCN3CCOCC3)C(=O)c3c[nH]c4ccccc34)nc12,-5
O=C1NC(=O)C2(CCN(C(=O)c3ccc(-c4ccccc4)cc3)CC2)N1,2
O=S(=O)(CCOc1ccccc1)NC1CCC(Oc2cnccn2)CC1 (stereo not given),-9
Cc1cc(C)c(C)c(S(=O)(=O)Nc2ccccn2)c1C,-11
CC(C)c1ccc(Cn2nnc3ccccc32)cc1,-13
CC(=NNC(N)=S)C1=CCC2C3CC[C@H]4CC(O)CC[C@]4(C)C3CC[C@]12C (stereo not given in full),-4
Cc1ccc(-c2ccc(/C=C3/N=C(c4cccs4)OC3=O)o2)cc1Cl,18
O=C(COc1ccc(Cl)cc1)Nc1nc(-c2csc(NC(=O)COc3ccc(Cl)cc3)n2)cs1,-3
COc1ccccc1-c1cc(C(=O)N2CCC[C@H](Cc3nc(-c4cnccn4)no3)C2)[nH]n1,-4
O=C(O)CCc1cccc(Cl)c1,3
CSc1ccccc1NC(=O)C(=O)NCC(O)c1cn(C)c2ccccc12 (stereo not given),5
COc1ccc(Cl)c2sc(N(Cc3ccccn3)C(=O)C3CCCC3)nc12,-3
O=C(NCc1cncc(-c2ccsc2)c1)NC(c1ccccc1)c1ccccc1,2
COc1ccccc1NC(=O)N1CCn2cccc2C1c1ccc(Br)cc1 (stereo not given),0
C#CCN1CC(C)C(=NO)CC1C (stereo not given),-17
C=CCc1ccc(OCCOc2ccc(C=Nn3cnnc3)cc2OCC)c(OC)c1,-2
CCCN(CCC)Cc1c(C(=O)NN=Cc2ccsc2)nnn1-c1nonc1N,2
O=C(NN=C1CCSc2ccc(F)cc21)c1cccnc1,-10
Cc1cc(C(=O)Nc2nc3c(C(C)C)cccc3s2)no1,-3
N#Cc1cccc(C(=O)NCc2cccc(Oc3ccccn3)c2)c1,-1
N#C/C(=C/c1ccc(F)cc1)C(N)=O,1
COc1ccc(N2CC(c3nnc(SCC(=O)Nc4ccc(C)cc4)o3)CC2=O)cc1Cl (stereo not given),-8
CC(C)C(=O)Nc1ccc(S(=O)(=O)Nc2nccs2)cc1,-7
O=C(NCC[C@H](O)c1ccco1)c1cccc(Cl)c1,-15
Cc1cc(-c2nnc(NC(=O)C3CCCN3S(=O)(=O)c3ccc(F)cc3)o2)nn1C (stereo not given),1
CCOc1cc2c(cc1Br)nc1n2C(c2ccccc2)C(Br)CS1 (stereo not given),0
COc1cc(C=NNC(N)=S)ccc1OCc1ccc(C)cc1,27
Cc1ccc(C)c(CN2CCCN(CC(=O)N3CCN(c4ccc(F)cc4)CC3)S2(=O)=O)c1,-6&31
CCOC(=O)C(C#N)=C1C=CN(c2ccccc2)C=C1,1
CS(=O)(=O)c1ccc(-c2cccc(NC(=O)c3cccc(C(F)(F)F)c3)c2)nn1,13
O=C(Nc1ccc2c(c1)CN(C(=O)C1CC1)CC2)c1cccc(C(F)(F)F)c1,-7
O=C1C(=O)N(CCN2CCOCC2)C(c2ccccc2)C1=C(O)c1ccc2c(c1)OCCO2 (stereo not given),-5
COc1ccc(C=NNC(=O)OC(C)(C)C)cc1OC,5
Cc1ccc(NC(=O)c2ccc(=O)n(Cc3ccc(F)cc3)n2)cc1F,3
CC(Cc1ccccc1)[n+]1cc(N=C([O-])N(C)C)on1 (stereo not given),-14
CC(=O)c1ccc(N2CCN(C(=O)c3cnn4c(-c5ccncc5)ccnc34)CC2)cc1,3
CCOc1ccc(C=NNC(N)=S)cc1,-23

# Carrying on.
structure,PriA SSB inh
CS(=O)(=O)N1CC(C(=O)N2CCN(Cc3ccccn3)CC2)C1,-11
COc1cccc(C(=O)NCc2sc(-c3ccccc3F)nc2C)c1OC,-6
O=C(NCCN1Cc2cc(Cl)ccc2OCC1=O)c1cc(C2CC2)on1,-2
CCOc1ccc(Cl)cc1S(=O)(=O)NC(C)C,-2
COc1ccccc1-c1nnc(C2CCN(S(=O)(=O)c3cccnc3)CC2)s1,-9
COCCn1c(C)cc(C(=O)CSc2nc(-c3cccc([N+](=O)[O-])c3)cs2)c1C,-7
O=S(=O)(Nc1cccc(N2CCCS2(=O)=O)c1)c1ccc2c(c1)CCCC2,-10&-1
O=C1OC2(CCN(C(=O)C3(c4ccccc4)CCOCC3)CC2)c2ccccc21,-3
O=C(Nc1sc2c(c1C(=O)NCC1CCCO1)CCCC2)c1ccccc1[N+](=O)[O-] (stereo not given),-11
COc1cccc(C=Nn2c(SC)nnc2-c2ccccc2)c1OC,-3
Cc1cc(OCC(=O)N2CCN(c3ccc4nnc(C)n4n3)CC2)ccc1Cl,-12&6
COc1ccc(OC)c(-c2ccc(N3CCN(C(=O)c4cccs4)CC3)nn2)c1,0
COc1ccc(CC(O)=C(C#N)c2nc3ccccc3s2)cc1,0
CS(=O)(=O)N1CCC(C(=O)Nc2ccc(O)c(-c3nc4ccccc4s3)c2)CC1,-22
CCOC(=O)N1CCC(NC(=O)C2CN(S(C)(=O)=O)C2)CC1,-4
Cn1cnc(S(=O)(=O)N2CCc3nc4ccccn4c(=O)c3C2)c1,-12
Cc1cc(OC2CCN(C(=O)CCSc3ccccc3)CC2)cc(=O)o1,-22

# 4 entries out of the list, arranged by heavy-atom count, low to high:
structure,PriA SSB inh
CCOC(=O)N1CCC(NC(=O)C2CN(S(C)(=O)=O)C2)CC1,-4
Cn1cnc(S(=O)(=O)N2CCc3nc4ccccn4c(=O)c3C2)c1,-12
COc1cccc(C(=O)NCc2sc(-c3ccccc3F)nc2C)c1OC,-6
COCCn1c(C)cc(C(=O)CSc2nc(-c3cccc([N+](=O)[O-])c3)cs2)c1C,-7

# These rows are one share of the data; rates above refer to the full screens.
